Screening data from PubChem BioAssay.
GPR55 antagonists: GPR55 antagonists blocking LPI-driven arrestin recruitment, primary screen, imaging, U2OS, beta-arrestin-GFP, LPI agonist (AID 2013). U2OS GPR55 beta-arrestin-GFP translocation imaging, LPI antagonism; higher % means a stronger effect. inhibition, % at 10 µM, or IC50 in µM where a hit was titrated. 290,000 compounds, 0.13% hits;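 active means spots per cell inhibited over 60%, with over 100 cells counted and total cytoplasm intensity under 500,000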;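 further: U2OS cells stably carrying GPR55 and arrestin-GFP stimulated by 5 µM LPI near EC80; imaged beta-arrestin-GFP aggregate spots per cell after agonist stimulation; plate controls were LPI-stimulated DMSO wells for no effect and DMSO wells without LPI for full effect; some results filed as inactive read as strong as hits; confirmed hits need IC50 under 10 µM and bright autofluorescent wells are also inconclusive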
GPR55 activation: GPR55 agonists via beta-arrestin recruitment, primary screen, imaging, U2OS cells, beta-arrestin-GFP redistribution (AID 1961) | U2OS GPR55 beta-arrestin-GFP redistribution imaging; higher % means a stronger effect | activation, % at 10 µM; hits with a dose series show EC50 in µM | 290,000 compounds, 0.048% hits;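 active means activation above 40% with more than 50 cells counted in the well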;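 further: U2OS osteosarcoma cells stably expressing GPR55 and beta-arrestin-GFP; plate controls were DMSO negative control for no effect and LPI positive control for full effect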
GPR35 arrestin U2OS: inhibition of zaprinast-stimulated GPR35 beta-arrestin translocation – imaging, U2OS, beta-arrestin-GFP, zaprinast agonist, primary screen (AID 2058) | U2OS GPR35 beta-arrestin-GFP translocation imaging, zaprinast antagonism; higher % means a stronger effect | inhibition, % at 10 µM, or IC50 in µM where a hit was titrated | 290,000 compounds, 0.052% hits;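 active means inhibition of at least 50% with at least 30 cells and total cytoplasm GFP at most 10,000,000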
KOR beta-arrestin-1: KOR antagonists, beta-arrestin recruitment, cell-based, luminescence, uHTS (AID 1778). KOR beta-arrestin recruitment, luminescence, antagonist mode; higher % means a stronger effect. one-dose inhibition, % at 10 µM; IC50 in µM for titrated hits. 290,000 compounds, 0.091% hits; in the data active means inhibition above about 50%; further: strong numbers were not always called active
HIV fusion peptide: cell-free HIV fusion peptide-binding blockers – biochemical, uHTS, fluorescence dequenching, primary screen (AID 1986) | 290,000 compounds, 0.3% hits | cell-free peptide binding, fluorescence dequenching, 30 min; higher % means a stronger effect | inhibition, % at 20 µM; hits with a dose series show IC50 in µM; in the data active means inhibition mostly above about 52%, no sharp cut-off; inactive means mostly below about 76%; further: some results filed as inactive read as strong as hits
KOR beta-arrestin-2: KOR agonists, beta-arrestin recruitment, primary screen, cell-based, luminescence, uHTS (AID 1777); KOR beta-arrestin recruitment, luminescence; higher % means a stronger effect; one-dose activation, % at 10 µM; EC50 in µM for titrated hits; 280,000 compounds, 0.02% hits; in the data active means activation above about 50%, passing the limit was not always enough; further: a part of the inactive calls stands beside numbers as strong as those of hits
West Nile antiviral: West Nile virus antiviral activity, cell-based, CPE readout (AID 1621). West Nile virus-infected cells, CPE inhibition; higher % means a stronger effect. CPE inhibition, % at 10 µM, or IC50 in µM where a hit was titrated. 290,000 compounds, 0.02% hits; in the data active means a potency from the dose series; further: strong numbers were not always called active
NOD1 inhibition: inhibition of NOD1-driven NF-kB reporter – cell-based, luminescence, uHTS, primary screen (AID 1578) | NOD1-driven NF-kB luciferase reporter cells, luminescence; higher % means a stronger effect | 290,000 compounds, 1% hits | one-dose inhibition, % at 4 µM; EC50 in µM for titrated hits; in the data active means inhibition mostly above about 36%, no sharp cut-off; inactive means mostly below about 34%;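 further: HEK-293T reporter cells stimulated with the NOD1 agonist gamma-tri-DAP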
Dengue-2 NS5 capping: Dengue-2 NS5 methyltransferase inhibitors, primary screen, biochemical, confirmation dose response (AID 588689); 340,000 compounds, 0.3% hits; inhibition, % at 25 µM, or IC50 in µM where a hit was titrated; Dengue-2 NS5 methyltransferase capping enzyme assay, biochemical; higher % means a stronger effect; in the data active means a potency from the dose series
An asterisk follows results filed as active; x = no result given; [ ] = dose if it differs, or a comment. Only part of the results is shown; count on the stated rates, not on these rows.

SMILES	GPR55 antagonists	GPR55 activation	GPR35 arrestin U2OS	KOR beta-arrestin-1	HIV fusion peptide	KOR beta-arrestin-2	West Nile antiviral	NOD1 inhibition	Dengue-2 NS5 capping
CC(NS(=O)(=O)c1ccc(F)cc1)C(c1cccs1)N1CCN(C)CC1 (centres undefined)	-2.8%	-0.1%	8.8%	47.2%	1.3%	1.7%	-0.5%	-32.6%	-0.8%
COc1cccc(C(Nc2ccccn2)c2oc(CO)cc(=O)c2O)c1 (centres undefined)	18.7%	-0.5%	15.7%	14.1%	0.5%	-2.1%	0.1%	-34.0%	20.8%
COc1ccc(NC(=O)Nc2cnccn2)cc1	-14.4%	0.0%	-5.7%	16.7%	4.7%	4.9%	0.3%	-0.6%	-18.8%
CC1CN(S(=O)(=O)c2cccc(C(=O)OCc3cc(=O)oc4cc(O)ccc34)c2)CC(C)O1 (centres undefined)	5.0%	-0.1%	22.9%	-27.7%	6.9%	1.8%	0.6%	13.3%	-1.6%
CC(NC(=S)Nc1ccc(Cl)cc1)C(c1ccccc1)N1CCOCC1 (centres undefined)	3.6%	0.3%	12.1%	2.5%	1.4%	-5.0%	-0.5%	-16.7%	1.8%
Nc1nnnn1CC(=O)N/N=C/c1ccc(-c2cccc(Cl)c2)o1	5.9%	-0.3%	-3.5%	28.3%	-1.9%	3.5%	-0.5%	0.7%	-8.1%
CCn1c(=O)c([N+](=O)[O-])c(NCc2ccco2)c2ccccc21	0.4%	0.0%	2.9%	0.0%	-3.6%	4.0%	0.7%	3.0%	x
Cc1cc(C)c(OCC(=O)Nc2ccc3c(c2)OCO3)cc1C	6.9%	0.2%	13.5%	-54.7%	-1.0%	14.7%	-0.5%	-5.6%	7.6%
CC(C)Oc1ccc2ccccc2c1C=O	9.0%	-0.1%	33.3%	-3.4%	-2.3%	-2.3%	x	-1.5%	-1.4%
Cc1ccccc1N1C(=O)C(Cl)=C(N2CCCCCC2)C1=O	-0.3%	0.6%	-19.3%	-7.7%	1.3%	4.2%	0.5%	-15.2%	-0.8%
Nc1ccc(C(=O)OC2CCOC2=O)cc1[N+](=O)[O-] (centres undefined)	-8.5%	0.1%	-11.8%	33.0%	0.0%	0.5%	0.1%	-0.2%	0.0%
Cc1ccc(OC(C)c2nnc(N)s2)cc1Cl (centres undefined)	-1.8%	-0.1%	4.4%	5.1%	-1.0%	-0.5%	x	12.4%	4.2%
Cc1nn(Cc2ccccc2Cl)c(C)c1NC(=O)CCCn1nc(C)c([N+](=O)[O-])c1C	9.0%	-0.1%	13.9%	-13.5%	0.3%	0.9%	-0.5%	4.1%	0.7%
COc1ccc(C(=O)NC(CC(=O)O)c2cc([N+](=O)[O-])ccc2Cl)c(SC)c1 (centres undefined)	17.4%	-0.3%	-5.0%	3.7%	-0.6%	-4.7%	-0.1%	-14.4%	x
Cc1ccc(C(=O)COC(=O)c2ccc(-c3cnc4ccccc4n3)cc2)cc1C	7.3%	-0.3%	7.7%	-6.2%	0.1%	-2.1%	-1.1%	-22.2%	3.2%
Cc1ncc([N+](=O)[O-])n1CCN1C(=O)c2ccccc2C1=O	-10.8%	-0.3%	-6.3%	4.3%	-1.9%	-3.1%	-0.2%	-4.6%	-9.5%
CC(C)N1CCC(N2CCN(CCCc3ccccc3)CC2CCO)CC1 (centres undefined)	3.6%	0.3%	-6.3%	-1.8%	-1.7%	0.5%	-0.5%	14.7%	-12.2%
CCCCCOC(=O)C1=C(C)NC(=O)NC1c1ccc(N(C)C)cc1 (centres undefined)	4.9%	-0.1%	5.9%	-25.0%[20 µM]	3.0%	1.8%	-0.1%	20.5%	-0.6%
O=P(OC1CCS(=O)(=O)C1)(c1ccccc1)c1ccccc1 (centres undefined)	1.8%	-0.2%	-2.1%	5.3%	11.6%	-2.6%	0.0%	8.1%	-3.1%
OC(CCN1CCC2(CC1)OCCO2)C(F)(F)F (centres undefined)	9.6%	-0.4%	-11.2%	13.0%	2.3%	0.0%	-0.2%	-36.5%	2.2%
CC(C)CCN1CCN(Cc2cnc(N3CCCC3)s2)CC1CCO (centres undefined)	4.5%	0.0%	2.0%	-2.8%	1.0%	-4.8%	-0.1%	-18.6%	-2.3%
O=c1cc(CN2CCN(Cc3ccccc3)CC2)c2cc(O)ccc2o1	-16.4%	0.0%	-4.2%	-41.9%	-1.8%	7.8%	-2.1%	4.3%	-10.1%
COc1ccc2c(CC(=O)OCC(=O)NC(=O)c3cccn3C)coc2c1	16.6%	-0.1%	0.7%	12.3%	-0.9%	-0.8%	-0.3%	-12.6%	-6.2%
COCCn1cnnc1SCC(=O)Nc1cccc(S(=O)(=O)N2CCCCCC2)c1	-2.5%	0.2%	-3.1%	-11.5%	-2.5%	10.0%	-0.6%	-26.0%	-3.9%
COc1cccc(CNC(=O)CN2CCC(c3nc4ccc(C)cc4[nH]3)CC2)c1	13.8%	0.0%	11.5%	-26.3%[20 µM]	1.2%	-7.4%	-0.7%	-13.7%	-1.6%
COc1ccc(C(=O)Nc2cccc(NC(=O)c3cccs3)c2)cc1OC	-17.9%	0.5%	-1.2%	-44.7%[20 µM]	0.4%	-0.9%	-0.8%	15.7%	2.9%
CCOC(=O)c1c(C)c(C(=O)N2CCN(c3ccccc3)CC2)c(C)n1C	6.2%	-0.6%	3.1%	-34.1%	-1.8%	1.0%	-0.7%	-16.9%	x
CSc1ccccc1NC(=O)C1CCCN(S(C)(=O)=O)C1 (centres undefined)	9.0%	0.3%	4.5%	-37.8%[20 µM]	0.1%	0.2%	-0.7%	-1.4%	x
CCc1ccc(-c2csc(NC(=O)Oc3ccccc3)n2)cc1	-4.4%	0.3%	15.6%	-17.8%	1.0%	-2.5%	1.3%	-18.0%	6.4%
N=c1oc2ccccc2cc1C(=O)N/N=C/c1ccccc1	2.5%	0.0%	-0.3%	-24.2%	8.5%	6.5%	x	-3.8%	-2.7%
Cc1cccc(N(C)C(=O)CCS(=O)(=O)c2cccc3nonc23)c1	4.6%	0.0%	-4.6%	7.5%	0.2%	0.4%	-1.2%	-24.6%	0.8%
CC(=O)Nc1ccc(C(=O)OCC(=O)NCc2ccc(Cl)cc2)cc1	2.0%	0.0%	-3.4%	-47.4%	3.4%	-6.7%	-0.1%	-8.8%	x
Cc1c(C(=O)O)sc(=S)n1-c1ccccc1	5.6%	0.5%	5.2%	8.2%	-1.1%	-3.7%	0.2%	4.4%	-3.2%
O=C(CSc1nc2ccccc2s1)Nc1ccc2c(c1)oc1ccccc12	-6.6%	-0.2%	14.6%	-27.0%	0.6%	3.1%	0.1%	-15.6%	-5.2%
COc1ccc(C(=O)Nc2sc(C)c(-c3ccccc3)c2C#N)cc1OC	24.7%	-0.1%	-0.8%	-48.8%	1.0%	-0.6%	1.5%	-11.8%	0.0%
CN(C)C(=O)c1cn(-c2ccc(Cl)cc2)c(=O)c2ccccc12	8.0%	0.2%	-17.2%	0.4%	-1.4%	-5.3%	-0.7%	-26.3%	0.7%
CC1CCCCN1CCCNc1ccc(C(CC(N)=O)NC(=O)c2ccccc2)cc1[N+](=O)[O-] (centres undefined)	0.9%	-0.1%	-3.5%	-28.7%[20 µM]	1.0%	0.0%	0.6%	-2.5%	-0.8%
CCOC(=O)C1CCCN(Cc2ccccc2C)C1 (centres undefined)	0.9%	0.2%	-1.2%	21.4%	0.7%	-4.7%	0.3%	-1.5%	-3.2%
CCn1cc(C(=O)O)c(=O)c2cc(F)c(N3CCN(S(=O)(=O)c4ccc5c(c4)OCCO5)CC3)cc21	4.5%	0.0%	-5.4%	-1.4%	5.2%	-1.5%	-1.2%	-14.7%	2.3%
O=S(=O)(Nc1ncnc2c1oc1ccccc12)c1ccc(Cl)s1	0.4%	-0.3%	-4.6%	-19.0%	2.6%	10.4%	0.9%	-15.8%	-3.2%
CCC(C)[C@H](NC(=O)N1CC(=O)Nc2ccccc21)C(=O)N1CCC(C(=O)O)CC1 (some centres undefined)	-4.5%	-0.2%	-2.6%	-43.1%	-0.1%	-0.9%	0.2%	-20.9%	-3.9%
CCC(C)(C)n1nnnc1C(c1cc2cc(C)cc(C)c2[nH]c1=O)N1CCN(Cc2ccc3c(c2)OCO3)CC1 (centres undefined)	11.3%	-0.2%	-0.3%	9.2%	0.4%	-1.4%	x	-113.3%	-2.9%
O=C(CN1C(=O)C2CC=CCC2C1=O)Nc1nnc(SCc2ccc(F)cc2)s1 (centres undefined)	-9.7%	-0.4%	10.5%	-25.9%	-1.6%	10.8%	-0.1%	-7.9%	0.8%
Nc1nc(Nc2ccccc2F)nc(NCc2ccccc2)c1[N+](=O)[O-]	-1.7%	-0.3%	3.8%	8.2%	10.5%	2.3%	-0.1%	-7.8%	-10.2%
COC(=O)C1C(=O)/C(=C/N(C)C)C(=O)CC1(C)C (centres undefined)	12.1%	0.1%	0.2%	6.9%	0.2%	-4.7%	0.3%	-22.0%	5.2%
Cc1cc(OC(C(=O)O)c2ccccc2)c2c(C)c(Cc3ccccc3)c(=O)oc2c1 (centres undefined)	9.8%	0.0%	13.2%	24.6%	17.8%	6.0%	0.4%	-6.5%	0.0%
OCCN1CCN(c2cc(C(F)(F)F)nc3c(F)cccc23)CC1	-6.2%	-0.2%	6.2%	1.9%	-0.1%	3.6%	0.1%	9.6%	0.8%
Cc1cc(CN2CCN(CCC#N)CC2)c(O)c(C2(C)CCCCC2)c1	2.0%	-0.3%	-5.9%	5.5%	-1.7%	-4.0%	-0.6%	-18.9%	-6.4%
CCN(CC)C(=O)Cn1c(=O)c2ccccc2n2c(=S)sc(-c3cccc(C)c3)c12	20.6%	-0.2%	-10.8%	-4.0%	31.0%	1.1%	-0.7%	-48.2%	1.4%
Cc1nn(CCCC(=O)NCc2ccccc2)c(C)c1[N+](=O)[O-]	2.9%	-0.3%	-13.8%	14.7%	-0.9%	3.3%	-1.1%	-6.2%	-1.9%
Cn1c(SCc2ccc(C(=O)Nc3nccs3)cc2)nnc1-c1ccccc1	7.7%	-0.1%	-1.8%	-24.6%	-0.8%	0.5%	0.1%	-30.2%	4.2%
